tim23-1 inh = growth inhibitors of tim23-1 mutant yeast; inhibition, % at 20 µM; 330,000 tested, 1.3% active; S. cerevisiae tim23-1 growth, BacTiter-Glo luminescence, 24 h; AID 463212;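 active = growth inhibition of the mutant yeast at or above 50%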;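 note: temperature-sensitive mutant grown at 25 °C; plate controls were DMSO-treated mutant yeast for no effect and medium wells lacking yeast for full effect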
APJ ag = activates the human apelin receptor APJ; P35414; CHO-K1 APJ PathHunter beta-arrestin, luminescence; 0% DMSO wells, 100% apelin; activation, % at 20 µM; 330,000 tested, 0.11% active; AID 2520;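 active = activation more than six SD over the plate average, tested at 20 µM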;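 note: 0% = DMSO alone and 100% = apelin-13 at 10 nM; some results filed as inactive read as strong as hits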
Target sequence (P35414 whole entry, looked up): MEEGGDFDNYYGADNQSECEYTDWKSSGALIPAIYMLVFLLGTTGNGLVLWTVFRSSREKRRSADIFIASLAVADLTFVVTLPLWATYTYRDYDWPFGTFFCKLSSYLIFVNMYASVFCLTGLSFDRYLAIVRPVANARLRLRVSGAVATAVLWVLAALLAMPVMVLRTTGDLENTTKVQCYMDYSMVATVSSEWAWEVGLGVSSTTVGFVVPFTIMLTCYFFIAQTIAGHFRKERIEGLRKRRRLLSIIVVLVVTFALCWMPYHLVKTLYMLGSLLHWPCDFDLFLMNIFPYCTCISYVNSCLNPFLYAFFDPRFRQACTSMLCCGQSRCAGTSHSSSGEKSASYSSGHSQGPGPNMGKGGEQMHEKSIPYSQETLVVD
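Assay system: engineered CHO-K1 APJ arrestin reporter cells; Amount: 1000 CHO-K1 reporter cells seeded per well; Dosing: one dose, 20 µM compound, 1% DMSO; Times: compound stimulation 90 min at 25 °C, detection 60 min; Measured by: luminescent beta-gal fragment complementation, chemiluminescent substrate; Read-out: APJ–arrestin association signal; Controls: DMSO vs Apelin-13 10 nM.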
UPR XBP1 act = adaptive UPR (XBP1) activation; activation, % at 20 µM; CHO-XBP1 luciferase reporter, IRE1-XBP1 UPR activation, luminescence; percent of tunicamycin response, DMSO as zero; 330,000 tested, 0.33% active;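 active = versus positive control, 20 µM dose yields 30% or more activation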;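 note: 100% = tunicamycin at 10 µg/mL and 0% = DMSO only wells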
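assay system = CHO-XBP1 luciferase reporter cells | amount = 1000 cells/well | buffer or medium = F12 plus 10% FBS | compound dosing = single point, 20 µM final compound, 1% DMSO | incubation = 16-18 h cell attachment at 37 °C, then 6 h compound exposure | detection = Steady-Glo luminescence read | controls = tunicamycin 10 µg/mL and vehicle-only wells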
CHOP UPR activ = apoptotic UPR (CHOP) activation; CHO-CHOP luciferase reporter, luminescence; percent of tunicamycin response over DMSO baseline; activation, % at 10 µM; 330,000 tested, 0.34% active;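 active = at 10 µM dose, activation of 40% or more, normalized to positive control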;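 note: 100% = tunicamycin at 10 µg/mL and 0% = DMSO alone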
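System: CHO-CHOP luciferase reporter cell line; amount: 500 cells/well; buffer or medium: F12 medium containing 10% fetal bovine serum; incubation: 6 h compound exposure at 37 °C after overnight seeding; measured by: luciferase luminescence after 10 min with Steady-Glo reagent; evaluation: % reporter activation, DMSO baseline versus tunicamycin full activation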
TIM10 inh = inhibits growth of TIM10 yeast strain. 330,000 tested, 1.4% active. S. cerevisiae TIM10 strain growth, BacTiter-Glo luminescence, 24 h. inhibition, % at 10 µM. AID 463195;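 active = inhibition of 40% or more at the single tested concentration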;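 note: wild-type TIM10 isogenic control strain grown at permissive 25 °C; 0% = DMSO yeast wells and 100% = minimal medium wells without yeast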
Mdm2-MdmX inh = inhibitors of human Mdm2/MdmX interaction; inhibition, % at 8 µM; 330,000 tested, 3% active; SaOS-2 split-luciferase Mdm2/MdmX complementation, luminescence; O15151+Q00987;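 active = inhibition of at least 50% at 8 µM in the primary screen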
tim10-1 inh = inhibits growth of tim10-1 mutant yeast; AID 463190; 330,000 tested, 2.2% active; S. cerevisiae tim10-1 ts strain growth, BacTiter-Glo, 24 h; inhibition, % at 20 µM;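 active = inhibition of at least 40%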;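 note: mutant grown at 25 °C; 0% = DMSO wells with yeast and 100% = wells holding no yeast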
NR3A LBD binder = modulates the human NR3A ligand-binding domain | NR3A LBD differential scanning fluorimetry, Tm shift; 0% = protein alone, 100% = glycine-bound protein | Tm shift relative to glycine control, % at 25 µM | 340,000 tested, 2.5% active;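 active = melting temperature shift of at least 10% of the positive control shift, at one fixed dose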
NLRP3 yeast inh = inhibitors of NALP3 inflammasome in yeast; inhibition, % at 10 µM; Yeast reconstituted NLRP3/ASC/caspase-1, beta-gal luminescence, 24 h; 330,000 tested, 0.39% active;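 active = inhibition of 50% or more; inactive = inhibition below 50%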;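 note: plate controls were induced DMSO wells for no effect and uninduced yeast grown without galactose for full effect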
* marks the source's active call; other numbers are inactive results.

SMILES | tim23-1 inh | APJ ag | UPR XBP1 act | CHOP UPR activ | TIM10 inh | Mdm2-MdmX inh | tim10-1 inh | NR3A LBD binder | NLRP3 yeast inh
Cc1cccc(/C=N/NC(=O)c2cc(-c3cccnc3)nc3c2c(C)nn3-c2ccccc2)c1 | 10.1 | -1.0 | 0.0 | -0.8 | 19.5 | -8.7 | 15.0 | 23.5* | 16.5
CCCS(=O)(=O)N1CCC(C(=O)N2CCC(Cc3ccccc3)CC2)CC1 | 22.0 | 3.2 | -3.3 | -3.1 | 11.2 | -27.1 | 30.1 | -0.9 | 16.1
CSc1nc2ccsc2c(=O)n1-c1ccccc1 | -5.5 | -3.3 | -2.0 | -1.7 | -13.0 | 22.3 | -12.3 | 1.1 | 16.6
CCOc1ccc(N(CC(=O)Nc2cccc(N(C)S(C)(=O)=O)c2)S(=O)(=O)c2ccccc2)cc1 | -0.5 | -0.3 | -1.6 | -0.1 | 5.3 | -14.3 | 15.2 | -6.8 | 22.8
Cc1ccc(C2=NC(C(F)(F)F)(C(F)(F)F)c3c(n(-c4ccc(F)cc4)c(=O)[nH]c3=O)N2)cc1 | 8.8 | -1.6 | -1.7 | -0.2 | 19.7 | 21.6 | 5.4 | -5.4 | 6.6
Cc1cc(C)n(CC(O)COc2cccc(OCC(O)Cn3nc(C)cc3C)c2)n1 (centres undefined) | 26.4 | 1.2 | 0.4 | -2.5 | 10.2 | 5.9 | 19.3 | 1.0 | 5.8
O=C(NC1CCN(Cc2nnnn2CCc2ccccc2)CC1)c1ccccc1F | 16.3 | -3.5 | -2.6 | -1.1 | 12.3 | -8.4 | 25.4 | -0.4 | 7.6
CN1CC(=O)N2[C@H](c3ccc4c(c3)OCO4)c3[nH]c4ccccc4c3C[C@@H]2C1=O | -1.2 | -0.4 | -6.2 | -0.8 | 2.0 | -11.1 | 3.3 | 6.9 | 18.6
COc1ccc(OC)c(C2CC(c3c(-c4ccccc4)c4cc(Cl)ccc4[nH]c3=O)=NN2S(C)(=O)=O)c1 (centres undefined) | -21.5 | -0.7 | 54.5* | 1.7 | -8.5 | 44.1 | -25.9 | -0.2 | 17.2
CC(=O)c1cccc(NC(=O)Cn2nc(-c3ccc(Cl)cc3)ccc2=O)c1 | -11.2 | 1.3 | -0.8 | 0.1 | -5.7 | -11.3 | -7.7 | -0.6 | -0.9
CC(=O)n1nc(-c2cccc(C)c2)nc1SCC(=O)Nc1ccccc1 | 9.6 | -2.6 | 1.8 | 1.3 | 10.5 | 4.7 | 19.4 | 2.4 | 2.3
O=C(Nc1c(C(=O)O)[nH]c2ccccc12)NC1CCCCC1 | 6.9 | -7.8 | -0.6 | -0.8 | 4.2 | 20.4 | 13.5 | 3.0 | 19.0
CC(=O)Nc1ccc(NC(=O)COc2c(C)cc(Br)cc2C)cc1 | 8.4 | -2.7 | 4.2 | 2.3 | 4.1 | 20.6 | 13.3 | -2.0 | 17.9
Cc1cccc(C(=O)Nc2nnc(S(=O)(=O)N3CCCCCC3)s2)c1 | 30.0 | -1.3 | 2.7 | 2.5 | 19.1 | -28.7 | 28.0 | 0.4 | 16.3
Cc1c(Cl)cnc(NC(=O)COC(=O)CCS(=O)(=O)c2ccccc2)c1Cl | 15.7 | 16.2 | -2.5 | -2.5 | -13.8 | 12.4 | 8.0 | -0.4 | 12.9
O=C(COc1ccc2ccccc2c1)Nc1ccc(S(=O)(=O)N2CCCCCC2)cc1 | 13.9 | 3.1 | -3.8 | 1.2 | 45.7* | 23.6 | 41.4* | -0.3 | 1.4
O=C(CCCc1nc2ccccc2s1)Nc1ccccc1 | 9.8 | -1.4 | -1.4 | -0.2 | -1.4 | 1.1 | 9.3 | -4.9 | 21.6
CC(C)C(NC(=O)CCN1C(=O)c2ccccc2C1=O)c1ccccc1 (centres undefined) | 11.6 | -2.6 | -2.3 | 0.4 | 8.9 | 4.6 | 24.3 | 2.2 | 11.0
CCOC(=O)CN1C(=O)N[C@@H](c2ccc(Br)cc2)C(C(=O)OC)=C1C | 21.5 | -5.0 | 0.3 | 1.4 | 9.9 | 1.9 | 18.4 | -1.0 | -3.9
CCn1cc(C(=O)N2CCc3ccccc32)c(=O)c2cc(S(=O)(=O)N3CC(C)CC(C)C3)ccc21 (centres undefined) | -1.0 | -1.6 | -4.6 | 2.3 | 1.7 | 2.3 | -14.0 | -3.9 | -1.6
Cn1cc(Br)c(NS(=O)(=O)c2ccc(Cl)s2)n1 | 1.7 | 0.8 | -3.3 | -0.8 | -9.0 | 10.5 | -3.0 | -0.6 | 19.2
CCOc1ccc(/C=C/C(=O)c2ccccc2)cc1OC | 31.6 | -2.5 | -1.7 | 7.3 | 22.4 | 10.0 | 32.8 | -6.8 | 16.9
FC(F)(Cl)c1nnc2ccc(Sc3ccccn3)nn12 | 15.7 | 0.3 | 2.3 | 1.1 | -0.1 | -4.9 | -2.9 | -0.7 | 10.7
COc1ccccc1/C=C1\SC(=S)N(C(C(=O)O)c2ccccc2)C1=O (centres undefined) | 15.0 | 2.5 | -2.3 | 1.3 | 22.9 | 15.0 | 21.1 | 4.6 | 3.2
COc1cccc(C(=O)O/N=C(\N)c2ccc(C)cc2)c1 | 69.4* | 1.2 | -2.8 | 2.7 | 71.7* | 21.8 | 56.6* | -17.4 | 34.5
COC(=O)c1cc2occc2n1Cc1nc(-c2ccccc2C)oc1C | 4.1 | -3.9 | -4.8 | -1.5 | -18.7 | 15.9 | 12.9 | -2.0 | 7.3
Cc1occc1-c1nnc(-c2cc([N+](=O)[O-])cc([N+](=O)[O-])c2)o1 | 82.6* | 6.1 | -0.5 | 1.4 | 56.0* | -9.0 | 73.4* | -1.4 | 27.5
COc1ccc(-c2cc(C(=O)Nc3ccccc3SC)no2)cc1 | 0.3 | -3.4 | 4.6 | 1.5 | -12.2 | -13.0 | 10.3 | 0.5 | 16.7
O=C1CC(NC(=O)c2ccc(Cl)cc2)C(=O)N1 (centres undefined) | 8.8 | -3.5 | 7.9 | 0.0 | -14.1 | 2.5 | -5.3 | -1.0 | 8.1
COc1ccc(-c2nc(-c3ccccn3)ncc2S(C)(=O)=O)cc1 | 1.0 | -2.2 | -1.5 | -2.0 | -5.0 | 20.7 | 15.1 | -4.0 | 3.6
O=C(Cn1nnc(-c2ccccc2Cl)n1)N1CCN(S(=O)(=O)c2ccc(Cl)cc2)CC1 | 0.4 | 2.6 | -1.2 | -1.7 | 16.1 | 2.0 | 20.5 | 1.2 | 15.6
CN(C)C(=O)c1ccc(Oc2ccc(C(=O)N(C)C)cc2)cc1 | 1.1 | -3.7 | -0.3 | -1.0 | -19.4 | -7.1 | -4.6 | 0.4 | 3.2
CCN(CC)CCCNC(=O)Cn1ccc2ccccc2c1=O | 4.7 | -1.0 | -1.0 | -1.0 | -15.7 | 13.3 | -0.6 | 0.7 | -7.4
CC(=O)Nc1ccc(S(=O)(=O)N(C)CC(=O)NNc2c(F)c(F)cc(F)c2F)cc1 | 10.0 | -2.4 | -1.1 | -0.6 | 8.0 | -14.4 | -10.1 | 0.2 | 2.1
CC(=O)CC(=O)NC1C2CC3CC(C2)CC1C3 (centres undefined) | 28.2 | 0.8 | -1.2 | 1.2 | 11.0 | -8.2 | 19.3 | 1.8 | -5.3
CCOC(=O)C1CCN(C(=O)CN2C(=O)C(CC)Oc3ccccc32)CC1 (centres undefined) | -14.6 | 0.5 | -2.8 | -0.4 | -34.9 | -4.4 | -53.2 | -0.4 | 20.4
O=C(N/N=C/c1c(O)n(-c2ccc(Cl)cn2)c(=O)c2ccccc12)c1ccncc1 | -27.9 | 1.5 | -1.1 | -0.4 | 2.5 | 0.7 | 10.5 | -5.5 | -2.8
O=c1[nH]c(SCc2ccccc2)nc2[nH]ncc12 | 27.4 | -5.2 | -2.1 | -2.2 | 6.6 | 14.0 | 9.4 | 0.5 | 3.2
CCC(OC(=O)c1ccco1)C(=O)NCc1ccc2c(c1)OCO2 (centres undefined) | 1.9 | -0.8 | 0.6 | 1.7 | 13.9 | 11.0 | 1.3 | -0.9 | 11.1
CCN1CCN(CCCNC(=O)c2ccc(CS(=O)c3ccc(Br)cc3)o2)CC1 (centres undefined) | -8.5 | -8.4 | -5.0 | 0.0 | -1.7 | 6.7 | -0.9 | 1.5 | 4.5
Cc1cc(C(=O)NNS(=O)(=O)c2cccc(Cl)c2)nn1C(C)(C)C | 13.9 | 0.2 | -0.2 | 0.7 | 10.4 | 28.4 | 10.1 | 0.4 | 1.6
COc1ccc(NC(=O)c2cnn(-c3ccccc3)c2C)c(OC)c1 | 12.4 | -1.1 | 1.6 | 2.2 | 7.1 | -31.3 | 4.6 | -3.0 | 14.1
COc1ccc(C2C=C(c3ccc(F)cc3)NC(=S)N2)cc1OC (centres undefined) | -16.5 | -2.2 | -4.5 | -0.3 | 15.9 | 6.8 | 25.0 | 1.4 | 5.1
CN(C)/C=N/c1nc(-c2ccc3ccccc3c2)cs1 | 30.3 | 0.1 | 3.8 | 5.4 | 6.3 | -136.2 | 35.4 | -0.7 | 40.2
Cc1cc(C)c[n+](C(C)C(=O)c2ccc(Cl)cc2)c1 (centres undefined) | -6.4 | -1.1 | -3.0 | -0.4 | -6.8 | 16.5 | -13.7 | 0.1 | 8.6
CCN(CC)c1ccc(/C=N/NC(=O)Nc2nonc2N)cc1 | -16.9 | -3.8 | 8.7 | 7.5 | -9.1 | 0.6 | -28.6 | -4.1 | 28.9
CC(=O)c1cc(O)c2ccccc2c1O | 32.2 | 0.0 | -3.7 | 1.3 | 27.6 | 12.3 | 37.3 | 0.2 | 8.5
CCCCCOc1ccc(C(=O)Nc2ccc(S(=O)(=O)Nc3cc(C)on3)cc2)cc1 | -3.3 | -0.1 | -2.1 | 0.9 | 11.7 | -10.3 | -12.7 | -13.2 | 5.9
